KDM4E inh = inhibitors of human JMJD2E histone demethylase; actives 1.6% (n = 230,000); AID 2147; JMJD2E catalytic domain, FDH-coupled NADH fluorescence (FDH is formaldehyde dehydrogenase); Potency, µM (top dose mostly 57.1 µM), for inactives: at the top dose activity change, negative = inhibition, most hits filed as inhibitors; active = well fitted inhibition curve with a large enough effect, not every such curve was filed as active; inconclusive = small, poorly fitted or top-dose-only effect, or another doubt; inactive = no such curve, though single readings can be large or run the other way;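 note: 0% = wells with enzyme and -100% = buffer wells without enzyme; nearly all actives have a fitted effect of over 50% in size; many of its hits are not listed in these tables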
RGS12 GoLoco inh = RGS12 GoLoco-Gai1 interaction inhibition; P63096; Gai1:RGS12 GoLoco peptide FP, rhodamine, 10 min; Potency, µM (doses to about 61.6 µM), for the others: top-dose activity, negative = inhibition, hits mostly inhibitors; actives 0.44% (n = 230,000); active = well fitted inhibition curve with a large enough effect, not every such curve was filed as active; inactive = no such curve, though single readings can be large or run the other way; note: % is set by controls: 0 for no effect and ±100 for the full control effect; nearly all actives have a fitted effect of over 30% in size; many of its hits are not listed in these tables
Target sequence (P63096 whole entry, looked up): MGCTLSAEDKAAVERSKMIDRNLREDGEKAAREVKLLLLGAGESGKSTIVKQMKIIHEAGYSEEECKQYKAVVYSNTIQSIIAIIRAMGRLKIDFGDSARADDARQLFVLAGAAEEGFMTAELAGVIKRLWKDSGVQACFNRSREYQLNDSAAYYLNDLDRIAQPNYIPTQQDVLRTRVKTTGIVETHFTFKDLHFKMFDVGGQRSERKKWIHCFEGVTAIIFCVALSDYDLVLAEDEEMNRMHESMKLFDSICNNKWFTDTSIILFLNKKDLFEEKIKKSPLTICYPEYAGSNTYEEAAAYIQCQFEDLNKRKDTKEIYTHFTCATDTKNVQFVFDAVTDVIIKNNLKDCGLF
RECQ1 inh = RECQ1 (human) helicase inhibition. P46063. AID 2549. actives 0.54% (n = 240,000). Potency, µM (series often up to 57.3 µM), for inactives: at the highest dose activity, negative = inhibition, most hits filed as inhibitors. RECQ1 DNA unwinding, red fluorescence kinetic read;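 note: plate controls were vehicle for no effect and no enzyme for full effect; nearly all actives have a fitted effect of over 30% in size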
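RECQ1T1 50 nM; forked duplex (20 bp + 30-nt ss tails) 200 nM, ATP 2 mM final; pH 8.0, 2 mM MgCl2, 2.5 ug/ml poly(dI-dC); 15 min compound preincubation; discontinuous kinetic read over 2 h at RT.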
TexasRed fluor = counter-screen for TRb-SRC2 inhibitors: fluorescence interference | actives 0.29% (n = 280,000) | TRb/SRC2 Texas Red total fluorescence interference | Potency, µM (doses to about 106 µM), for inactives: at the highest dose fluorescence change, negative = quenching; active = well fitted curve in either direction with a large enough effect; inconclusive = small, poorly fitted or top-dose-only effect; note: % is set by controls: 0 for no effect and ±100 for the full control effect
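Human TRβ ligand-binding domain (0.6 uM) and Texas Red SRC2 peptide (20 nM) in Tris buffer with 1 uM T3 and 5% DMSO were incubated with pinned compound for 5 hr at ambient temperature. Total fluorescence was computed as S + 2P (555/632 nm).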
Lamin A splicing = changes lamin A minigene splicing in HeLa cells; HeLa LMNA splicing GFP/RFP minigene ratio, 48 h; Potency, µM (doses to about 46.1 µM), for inactives: top-dose ratio change, negative = inhibition, actives largely listed as inhibitors; actives 0.01% (n = 200,000); AID 1487; active = well fitted inhibition curve with a large enough effect in the signal ratio, with a control signal flat, not every such curve was filed as active; inconclusive = small, poorly fitted or top-dose-only effect, or effect the other way, or a change in a side signal; the % refers to the signal ratio; note: % is set by controls: 0 for no effect and ±100 for the full control effect
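S3 HeLa stable clones carrying a lamin A-EGFP splicing minigene plus DsRed2 were seeded at 600 cells/well in Opti-MEM with 2% FBS, pin-dosed and incubated 48 h at 37°C. Acumen cytometry (488 nm) gave the GFP/RFP total-intensity ratio.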
TRb SRC2 PPI = disrupts binding of human TR beta to SRC2; TRbeta-SRC2 peptide binding, fluorescence polarization; receptor liganded with 1 µM T3; P10828; actives 0.065% (n = 280,000); Potency, µM (highest dose often 106 µM), for inactives: at the highest dose activity change, negative = inhibition, actives largely listed as inhibitors;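 note: plate controls were bound peptide for no effect and peptide without receptor for full effect; nearly all actives have a fitted effect of over 50% in size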
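TRb LBD 0.6 uM + Texas Red SRC2 peptide 20 nM, 1 uM T3, Tris buffer w/ 5% DMSO; compound pinned, 5 h RT; FP read ex 555/em 632; normalized to unbound and bound controls.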
ALDH1A1 inh = inhibitors of human aldehyde dehydrogenase 1A1 | Purified ALDH1A1, NADH fluorescence, propionaldehyde substrate | AID 1030 | actives 7.3% (n = 220,000) | P00352 | Potency, µM (top dose mostly 75.3 µM), inactives show at the top dose activity, negative = inhibition, hits mostly inhibitors; active = well fitted inhibition curve with a large enough effect, not every such curve was filed as active; inconclusive = small, poorly fitted or top-dose-only effect, or another doubt; inactive = no such curve, though single readings can be large or run the other way;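 note: plate controls were no enzyme wells and a reference inhibitor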
Target sequence (P00352 whole entry, looked up): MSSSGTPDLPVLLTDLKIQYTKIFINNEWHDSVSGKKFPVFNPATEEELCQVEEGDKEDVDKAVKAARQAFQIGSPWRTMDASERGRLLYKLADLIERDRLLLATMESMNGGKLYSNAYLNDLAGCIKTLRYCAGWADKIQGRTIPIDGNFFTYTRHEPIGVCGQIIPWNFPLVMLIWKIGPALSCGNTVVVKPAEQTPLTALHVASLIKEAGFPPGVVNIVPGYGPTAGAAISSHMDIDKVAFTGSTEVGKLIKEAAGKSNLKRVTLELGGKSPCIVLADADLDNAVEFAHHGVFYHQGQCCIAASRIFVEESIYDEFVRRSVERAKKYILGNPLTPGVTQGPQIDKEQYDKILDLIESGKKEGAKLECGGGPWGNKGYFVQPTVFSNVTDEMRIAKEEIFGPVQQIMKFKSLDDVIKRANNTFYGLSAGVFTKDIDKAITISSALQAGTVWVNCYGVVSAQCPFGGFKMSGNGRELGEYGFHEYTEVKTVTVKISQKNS
SMN2 splice enh = SMN2 splice variant enhancement; HEK293 SMN2-luciferase splicing reporter, luminescence, 30-36 h; AID 1458; actives 2.8% (n = 210,000); Potency, µM (series often up to 46.1 µM), without a hit: top-dose activity change, positive = activation, most hits filed as activators; note: % of control where 0% means no effect; nearly all actives have a fitted effect of over 55% in size
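HEK293 cells carry an SMN2 minigene-luciferase reporter in which exon 7 inclusion puts luciferase in frame. Cells were seeded at 2000 cells/well, attached for 10-12 hours, then exposed to compounds for 30-36 hours at 37C before ONE-Glo luminescence.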
Active calls of the source: *; i = inactive; ? = inconclusive; . = no result given; & = joins results of further samples; [ ] = dose if it differs, or a comment. Unless noted, calls come from the whole dose curve; as a rule, active = well fitted curve in the direction sought with a large enough effect; inconclusive = small, poorly fitted or top-dose-only effect, or another doubt; inactive = no such curve, though single readings can be large; an effect the other way counts as inactive or inconclusive. Potency is the fitted concentration of half-maximal effect.

Every second line gives: KDM4E inh, RGS12 GoLoco inh, RECQ1 inh, TexasRed fluor, Lamin A splicing, TRb SRC2 PPI, ALDH1A1 inh, SMN2 splice enh
CCOC(=O)c1cnn(-c2ccccc2)c1-n1cccc1C(=O)C(=O)Nc1ccc(F)cc1
 : 2%, 6%, -26%, 0%, -20%, 3%, -4%, 5%
CCn1c(CCc2nc3ccccc3[nH]2)n[nH]c1=S
 : 4%, 6%, 4%, -2%, ., -4%, 3%, -11%
O=C(O)Cc1csc(NC(=O)CSc2cccc(C(=O)O)n2)n1
 : 0%, 9%, -9%, -2%, ., 5%, ., .
CCOCC(=O)Nc1cc(-c2cn3cccnc3n2)ccc1C
 : ?, -6%, i, 1%, 6%, -20%, ?, 5%
Cc1cc(C(=O)CSc2n[nH]c(N)n2)c(C)n1-c1ccc(F)cc1
 : -8%, 31%[activator], -10%, -1%, ?, -18%, -2%, -12%
Cc1cccc(N2CC(O)(c3cccs3)[N+]3=C2CCCC3)c1C (stereo not given)
 : 4%, 8%, 3%, -2%, ., -5%, 1%, 12%
COc1ccc(OC)c(Nc2nc(-c3sc(NC(=O)c4ccccc4)nc3C)cs2)c1
 : -1%, 8%, 0%, -1%, 3%, -18%, -8%, 0%
O=C(NCc1ccccn1)c1coc(=O)c(Br)c1
 : ?, 55%[activator], -1%, -3%, 9%, 0%, ?, 11%
COC(=O)Nc1ccc(S(=O)(=O)N2CCCC(C(=O)NC3CCCCC3)C2)cc1 (stereo not given)
 : -1%, -10%, 0%, -5%, ., -10%, -5%, -9%
O=C(CCN1C(=O)c2ccc([N+](=O)[O-])cc2C1=O)Nc1ccccc1C(=O)O
 : ?, -10%, -6%, -1%, ., 2%, ., .
CN(C)C(=O)CSc1nnc(-c2cnccn2)n1C
 : -1%, -15%, 1%, -2%, -6%, -8%, -1%, -5%
CCOC(=O)N1CCN(Cc2nc(N)nc(Nc3ccc(C)cc3)n2)CC1
 : 1%, 0%, 6%, 1%, 3%, 3%, -8%, .
COC(=O)C1=C(C(=O)OC)C(c2ccc(OC)c(OC)c2)c2sc(=O)[nH]c2S1 (stereo not given)
 : ?, -19%, 8%, 1%, ., 0%, ?, -16%
CCOC(=O)/C=C/c1nc(C(=O)OCC)c(C)c(=O)[nH]1
 : ?, 0%, -2%, -3%, ., -3%, ., .
O=C1c2ccccc2C(=O)N1/N=C/c1ccc(O)c(O)c1
 : 16µM*, -11%, -28%, -3%, 2%, -2%, -8%, 24%
COc1ccc(-n2ncc3c(=O)n(CC(=O)N4c5ccccc5CC4C)cnc32)cc1 (stereo not given)
 : ?, 1%, 0%, 0%, -3%, -4%, -3%, -87%[inhibitor]
CCN1C(=O)c2cccc3c(S(=O)(=O)N(C(=O)c4ccncc4)c4ccc(OC)cc4)ccc1c23
 : 2%, -3%, 2%, 2%, ?, -4%, ?, -10%
Cc1ccc(C)c(NC(=O)COC(=O)c2ccc3c(c2)OCO3)c1
 : 4%, -1%, -22%, -2%, -5%[46 µM], 1%, 10%, 8%
Cc1cccc(NC(=O)CN(C)S(=O)(=O)c2cccc3cccnc23)c1
 : 1%, 2%, -9%, 1%, -5%, 1%, 1%, -13%
O=C(/C=C/c1ccc(Cl)c([N+](=O)[O-])c1)Nc1ccc(NC(=O)c2ccco2)cc1
 : 5%, 1%, -5%, -9%, -12%, 3%, 3%, 23%
Fc1ccc(-c2cc(-c3cccs3)cc(-c3ccccc3)n2)cc1
 : ?, 3%, -14%, 1%, ., 0%, ., .
COC(=O)c1ccc(C(/C=C/[C@@H](C)C(=O)N[C@H](C)CO)NC(=O)OCc2ccccc2)cc1 (stereo not given in full)
 : 3%, -2%, -2%, -2%, ., -2%, -7%, 6%
O=C(O)/C=C/c1ccc2ccccc2n1
 : ?, 6%, 1%, 0%, ?, -6%, -8%, -11%
O=c1cc(CSc2nnc(COc3ccc(Cl)cc3)o2)c2ccccc2[nH]1
 : -3%, 7%, 11%, -3%, ?, -5%, 6%, -28%
N#Cc1ccsc1NC(=O)c1cccc([N+](=O)[O-])c1
 : ?, 64%[activator], -19%, 2%, ., 8%, ?, -57%[inhibitor]
Cc1ccc(-n2c(O)cnc2Nc2nc(C)cc(C)n2)cc1
 : -4%, -1%, -5%, -1%, 3%, -4%, 7%, -3%
Cc1ccc(NC(=S)N(CCCN2CCOCC2)Cc2cccnc2)cc1C
 : 4%, 6%, -3%, -1%, ?, -2%, -1%, -16%
O=C(Nc1nc(-c2cccs2)cs1)C1=COCCO1
 : -3%, 0%, 1%, 0%, -14%, 3%, 3%, 13µM*
COc1ccc(-n2c(SCC(=O)Nc3ccc([N+](=O)[O-])cc3OC)nc3ccccc32)cc1
 : -5%, 19%, 12%, 0%, 7%, -2%, 0%, -16%
O=C(NC1CCCCCC1)c1cc(=O)[nH]c2ccc(S(=O)(=O)N3CCOCC3)cc12
 : ?, 5%, -1%, 1%, 25%[46 µM], -13%, 2%, 11%

No new results follow: an excerpt of the list.
Every second line gives: KDM4E inh, RGS12 GoLoco inh, RECQ1 inh, TexasRed fluor, Lamin A splicing, TRb SRC2 PPI, ALDH1A1 inh, SMN2 splice enh
CCOC(=O)c1cnn(-c2ccccc2)c1-n1cccc1C(=O)C(=O)Nc1ccc(F)cc1
 : 2%, 6%, -26%, 0%, -20%, 3%, -4%, 5%
CCn1c(CCc2nc3ccccc3[nH]2)n[nH]c1=S
 : 4%, 6%, 4%, -2%, ., -4%, 3%, -11%
O=C(O)Cc1csc(NC(=O)CSc2cccc(C(=O)O)n2)n1
 : 0%, 9%, -9%, -2%, ., 5%, ., .
CCOCC(=O)Nc1cc(-c2cn3cccnc3n2)ccc1C
 : ?, -6%, i, 1%, 6%, -20%, ?, 5%
Cc1cc(C(=O)CSc2n[nH]c(N)n2)c(C)n1-c1ccc(F)cc1
 : -8%, 31%[activator], -10%, -1%, ?, -18%, -2%, -12%
Cc1cccc(N2CC(O)(c3cccs3)[N+]3=C2CCCC3)c1C (stereo not given)
 : 4%, 8%, 3%, -2%, ., -5%, 1%, 12%
COc1ccc(OC)c(Nc2nc(-c3sc(NC(=O)c4ccccc4)nc3C)cs2)c1
 : -1%, 8%, 0%, -1%, 3%, -18%, -8%, 0%
O=C(NCc1ccccn1)c1coc(=O)c(Br)c1
 : ?, 55%[activator], -1%, -3%, 9%, 0%, ?, 11%
COC(=O)Nc1ccc(S(=O)(=O)N2CCCC(C(=O)NC3CCCCC3)C2)cc1 (stereo not given)
 : -1%, -10%, 0%, -5%, ., -10%, -5%, -9%

Next part:
Every second line gives: KDM4E inh, RGS12 GoLoco inh, RECQ1 inh, TexasRed fluor, Lamin A splicing, TRb SRC2 PPI, ALDH1A1 inh, SMN2 splice enh
O=C(CSc1nnc(CNC(=O)c2cccs2)o1)NC1CCCCC1
 : 7%, 2%, -3%, 2%, 13%, -11%, 3%, 6%
FC(F)(F)c1ccc(CN2C[C@@H]3C(c4ccccc4)C4(c5ccccc5)CC3(C4)[C@H]2c2ccccc2)cc1 (stereo not given in full)
 : -23%&4%, 2%&11%, -4%&-4%, -5%&-3%, ., 11%&-3%, ?, -39%[inhibitor]
O=C(O)CC1SC(=Nc2ccc(O)cc2)NC1=O (stereo not given)
 : -1%, 6%, 0%, 0%, ., 0%, 10%, 4%
COc1ccc(Cn2nnnc2CN2CCCCCC2)cc1
 : -5%, -9%, i, 0%, 3%[46 µM], 2%, -7%, -4%
O=C(Nc1ccc(OC(=O)c2ccncc2)cc1)c1ccncc1
 : 2%, 0%, i, 0%, 9%, -4%, 5%, -8%
CCOC(=O)c1cc2c(=O)n3ccccc3nc2n(CCCOC)c1=NC(=O)c1cccnc1
 : -5%, 4%, -25%, -5%, -5%, 1%, ?, 0%
CCc1nnc(NC(=O)CSc2nnnn2C)s1
 : 10%, -2%, -2%, -2%, -5%, -8%, 4%, 14%
CCn1c(C(C)NC(C)=O)nc2ccccc21 (stereo not given)
 : -4%, 2%, -8%, -1%, -4%, -8%, 16%, -7%
O=C(COC(=O)c1ccccc1C(=O)c1ccccc1)Nc1cccc([N+](=O)[O-])c1
 : 3%, -2%, -2%, -1%, ?, 0%, ?, 5%
Cc1ccc(Cl)cc1NC(=O)CSC(N)=O
 : -5%, 9%, 1%, -1%, 2%, -2%, 1.6µM*, 59%
CCOC(=O)c1ccc(CNC(=O)C(Cc2c[nH]c3ccccc23)NC(C)=O)o1 (stereo not given)
 : -3%, -5%, -10%, 1%, -10%, 3%, 17%, 13%
CCCCNC(=O)C1CCCN1C(=O)Nc1ccccc1 (stereo not given)
 : 9%, 7%, 2%, -1%, -10%, -5%, 0%, -2%
CCN(CC)c1ccc(NC(=O)c2ccc(NC(=O)C3CCCO3)cc2)c(C)c1 (stereo not given)
 : 2%, 1%, -9%, -7%, -2%, 6%, ?, -1%
Cc1c(C(=O)N/N=C/c2ccc(-c3ccccc3[N+](=O)[O-])o2)sc(N)c1C#N
 : 2%, 0%, -10%, -25%, 12%, 9%, ?, 6%
C=CCNC(=O)CC(=O)N/N=C/c1ccc(C(=O)OC)cc1
 : 11%, 5%, -1%, -4%, -11%, 1%, 13%, -3%
O=C(NCc1ccco1)C(c1ccc(F)cc1)N(Cc1cccnc1)C(=O)Cn1nnc2ccccc21 (stereo not given)
 : -4%, 0%, 10%, -3%, 9%, 1%, 12%, 5%
CCOC(=O)c1c(NC(=O)Nc2ccc(F)cc2)sc2c1CCN(C)C2
 : ?, 5%, 16%, -4%, ., 0%, -6%, .
CCOC(=O)c1c(C)[nH]c2ccc(O)cc12
 : -5%, 7%, -10%, -5%, -14%, -9%, 6%, -7%
Cc1cc(C)cc(NC(=S)N(Cc2cccc(Br)c2)CC2CCC(C(=O)O)CC2)c1 (stereo not given)
 : -10%, -3%, -15%, -1%, 13%[46 µM], -5%, -7%, -27%
O=C(Nc1ccccc1N1CCOCC1)c1ccc2ccccc2n1
 : 3%, 8%, i, -4%, 20%, -5%, ?, 7%
O=C(c1ccco1)N1CCN(S(=O)(=O)c2cccs2)CC1
 : 1%, 1%, i, -2%, -4%, -5%, -12%, 9%

Some of the compounds tested. The share of hits here may be higher or lower than overall.
